TCR activator: activators of T cell receptors | Potency, µM (doses to about 9.22 µM), without a hit: top-dose activation of IL-2 secretion, usual class: activators | primary human leukocytes, anti-CD3, IL-2 HTRF, 48 h | 330,000 tested, under 10 active | AID 504894; also: % of control where 0% means no effect
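Human primary leukocytes + a-CD3 beads + cpd, 48 hr; IL-2 in supernatant by HTRF (ex 320nm / em 665nm). No co-stimulatory signal supplied.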
Eya2 phos inh: Eya2 (human) phosphatase inhibition | O00167 | recombinant Eya2, OMFP fluorescence dephosphorylation (OMFP is methylfluorescein phosphate) | Potency, µM (top dose mostly 76.9 µM), for inactives: top-dose activity, negative = inhibition, usual class: inhibitors | hit rate 0.006% among 330,000; also: potency is read from the fitted curve at half-maximal effect; % is scaled to controls: 0 for no effect and ±100 for the full control effect
Target sequence (O00167 whole entry, looked up): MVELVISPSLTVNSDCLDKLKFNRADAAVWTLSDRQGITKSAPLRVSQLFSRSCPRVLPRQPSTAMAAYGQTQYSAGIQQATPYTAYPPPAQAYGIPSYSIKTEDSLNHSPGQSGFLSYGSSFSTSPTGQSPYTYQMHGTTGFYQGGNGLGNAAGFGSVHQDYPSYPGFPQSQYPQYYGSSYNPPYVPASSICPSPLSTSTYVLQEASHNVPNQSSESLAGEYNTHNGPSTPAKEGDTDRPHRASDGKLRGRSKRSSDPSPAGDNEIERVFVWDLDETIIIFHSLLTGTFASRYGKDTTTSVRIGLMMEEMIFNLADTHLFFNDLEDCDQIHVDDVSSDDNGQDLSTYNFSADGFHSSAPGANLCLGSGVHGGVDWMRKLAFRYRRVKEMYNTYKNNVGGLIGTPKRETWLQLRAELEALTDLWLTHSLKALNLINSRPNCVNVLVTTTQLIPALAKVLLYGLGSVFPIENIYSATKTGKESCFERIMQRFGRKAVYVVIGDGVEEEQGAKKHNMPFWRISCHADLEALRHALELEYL
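Eya2 (0.2 uM) preincubated 10 min at ambient with compound, then OMFP substrate added at 50 uM; 10 min reaction in 50 mM HEPES pH 7.5, 50 mM NaCl, 5 uM MgCl2, 0.05% BSA, 1 mM DTT. Fluorescence read at Ex 485/Em 525 nm.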
AT treatment: candidate therapy for ataxia-telangiectasia. […] A-T fibroblasts, KAP-1 phosphorylation AlphaLISA; neocarzinostatin DNA damage 30 min before lysis. Potency, µM (top dose mostly 57.5 µM), without a hit: top-dose activation, usual class: activators. hit rate 0.19% among 320,000; also: potency is read from the fitted curve at half-maximal effect; % of control where 0% means no effect; nearly all actives have a fitted effect of over 45% in size
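hTERT-immortalized A-T patient fibroblasts ([…]), 500 cells/well in OPTI-MEM, 1% FBS, got compounds for 60 min, then NCS for 30 min at 37C. Lysates were then assayed for phospho-KAP-1 by AlphaLISA (anti-pKAP1 donor, anti-KAP1 acceptor beads), 6 hr at 25C.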
Mito fusion act: blocks mitochondrial division or promotes mitochondrial fusion | AID 485298 | S. cerevisiae fusion-defective mutant growth rescue, CellTiterGlo 48 h | Potency, µM (highest dose often 46.1 µM), without a hit: at the highest dose growth rescue (activation), hits mostly activators | hit rate 0.23% among 320,000;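 also: potency is read from the fitted curve at half-maximal effect; % of control where 0% means no effect; nearly all actives have a fitted effect of over 45% in size; temperature-sensitive fusion mutants such as fzo1-1 at 37 °C on non-fermentable ethanol glycerol medium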
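Yeast fusion mutant, YPEG (non-fermentable carbon), compound, 48 h at 37C non-permissive; CellTiterGlo added, 10 min RT, luminescence read. Rescued growth = division inhibition.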
USP2a inh: blocks human ubiquitin-specific protease USP2a. O75604. USP2 core, Ub-CHOP2 coupled fluorogenic reporter, 485/531. Potency, µM (doses to about 38.3 µM), inactives show at the highest dose activity change, negative = inhibition, hits mostly inhibitors. hit rate 0.01% among 330,000. AID 463254;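 also: potency is read from the fitted curve at half-maximal effect; plate controls were DMSO wells for no effect and full inhibition by NEM control for full effect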
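Deubiquitinase activity read as fluorescence (485/531 nm) after Ub-CHOP2 cleavage activates the enterokinase reporter on its substrate; USP2 core 10nM, Ub-CHOP2 and substrate 25nM each, 30min compound preincubation then 60min RT; data normalized to NEM, curves fitted.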
KCNH2 3.1 inh: inhibitors of human KCNH2 3.1 potassium channel isoform; activity change, % (tested at about 1.8 µM); hit rate 0.95% among 340,000; U2OS KCNH2 3.1, thallium flux FluxOr; hits give low values;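 active = maximum activity change below -70%; inconclusive = maximum activity change from -70% to -50%; inactive = maximum activity change above -50%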;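 also: thallium influx rate constant from kinetic fluorescence after stimulation buffer; % is scaled to controls: 0 for no effect and ±100 for the full control effect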
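Thallium flux read-out: FluxOr dye with Red40 quencher in HBSS/HEPES, 45 min at RT. Rate constants from kinetic reads were normalized to positive and negative DMSO controls. Cells: U2OS virally expressing the 3.1 isoform.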
TSHR antagonist: antagonists of human thyroid stimulating hormone receptor | activity change, negative = inhibition, % at 11.5 µM | P16473 | TSHR-expressing cells, TSH-stimulated cAMP HTRF, 2 h; hits give low values | hit rate 0.2% among 330,000;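 active = activity change below a set negative limit, meaning inhibition stronger than a set level, cut at about -70% in these data; inconclusive = activity change between two set negative limits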; also: % is scaled to controls: 0 for no effect and ±100 for the full control effect
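Cell-based HTRF cAMP assay; TSHR cells + compound, TSH EC80 (4nM final), 2 h, 37 deg C. Lysis with anti-cAMP cryptate and cAMP-d2, 30 min RT, read 665/620 nm.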
TRPV1 agonist: human TRPV1 agonism; Q8NER1; TRPV1-expressing cells, Fluo-8 calcium influx, agonist mode; activation, % at 8.33 µM; hit rate 0.19% among 320,000; in the data active = activation above about 80%; inconclusive = between about 30% and that limit; also: 0% is about no effect
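Cells expressing TRPV1 were dye-loaded with Fluo-8 and read kinetically: 10 s baseline, 3 min after compound (agonist portion), then 2 min after EC20 capsaicin (allosteric enhancer portion). Calcium-bound dye fluorescence at 480/520 nm.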
ELG1 repair inh: inhibitors of ELG1-dependent DNA repair in HEK293T cells; hit rate 2.3% among 330,000; HEK293T ELG1-luciferase reporter, luminescence, 16 h; DNA damage induced by 5-fluorouridine; AID 504467; Potency, µM (highest dose often 46.1 µM), for inactives: at the highest dose activity change, negative = inhibition, most hits filed as inhibitors; also: potency is read from the fitted curve at half-maximal effect; % is scaled to controls: 0 for no effect and ±100 for the full control effect; nearly all actives have a fitted effect of over 55% in size
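Step one: seed 2,000 cells per well. Step two: pin-transfer compound or DMSO alongside 5-fluorouridine. Step three: incubate 16 hr, 37 °C, 5% CO2. Step four: add ONE-Glo, wait 30 min, read luminescence.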
hERG WT inh: KCNH2 (human, wildtype) channel inhibition. Q12809. U2OS, BacMam KCNH2, thallium flux FluxOr; hits give low values. activity change, % at 1.84 µM. hit rate 0.37% among 340,000;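 active = maximum activity change below -70%; inconclusive = maximum activity change between -70% and -50%; inactive = maximum activity change above -50%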; also: % is scaled to controls: 0 for no effect and ±100 for the full control effect
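U2OS cells transduced with wild-type KCNH2 virus are loaded with FluxOr dye for 45 min, and thallium flux is measured in kinetic reads before and after stimulation buffer. Rate constants are normalized to DMSO controls.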
Numbers without * were called inactive; i = inactive; u = inconclusive; x = not tested or not shown; [ ] = remark or other dose. Unless noted, calls follow the shape of the dose curve; as a rule, active = well fitted curve in the direction sought with a large enough effect; inconclusive = small, poorly fitted or top-dose-only effect, or another doubt; inactive = no such curve, though single readings can be large; an effect the other way counts as inactive or inconclusive.

SMILES	TCR activator	Eya2 phos inh	AT treatment	Mito fusion act	USP2a inh	KCNH2 3.1 inh	TSHR antagonist	TRPV1 agonist	ELG1 repair inh	hERG WT inh
O=C(NCC1CC1)C1CCCN(S(=O)(=O)c2ccc(-n3cnnn3)cc2)C1 (centres undefined)	-37%	22%	-1%	-2%	2%	-3	-8	-4	-3%	41
Cc1cc(C(F)F)n2nc(C(=O)Nc3ccc(F)cc3F)nc2n1	-2%	17%	-2%	0%	0%	26	6	-4	8%	3
C=CCn1c(C)cc(C(=O)COC(=O)/C=C/c2cccc(OC)c2)c1C	-4%	3%	-3%	0%	-1%	5	-12	4	-24%	-1
CCN(CC)C(=O)CC(c1ccc(N(C)C)cc1)c1c(O)cc(OC)cc1OC (centres undefined)	-4%	-9%	5%	-108%[inhibitor]	0%	x	-5	3	0%	x
O=C(O)C1CCN(C(=O)COc2ccc3c4c(c(=O)oc3c2)CCCC4)CC1	-9%	0%	-7%	3%	-1%	2	-1	0	u	-4
CN(C)S(=O)(=O)c1cccc(NC(=O)COC(=O)CNC(=O)c2ccccc2F)c1	5%	0%	4%	7%	-5%	4	-7	2	13%	-8
O=c1cc(C(F)F)oc2c1ccc1ccccc12	-2%	6%	0%	7%	-2%	-23	11	-4	u	-18
Fc1ccccc1NC(=S)N1CCC(c2ccccc2)C1 (centres undefined)	-3%	-15%	3%	1%	3%	13	-7	-1	u	9
Cc1ccc(-n2c(-c3ccco3)nc3c(cnn3-c3ccc(C)cc3)c2=O)cc1	-3%	3%	1%	2%	3%	-2	0	0	-2%	1
COc1ccc(OC)c(C2=NS(=O)(=O)N(C)C(C(=O)Nc3ccc(F)cc3F)=C2)c1	1%	4%	5%	21%	0%	-19	-9	1	-21%	-4
O=C1OCC2=C1C(c1ccc(Cl)cc1)CC(=O)N2c1ccc(F)cc1 (centres undefined)	-3%	13%	5%	-3%	0%	17	11	-1	5%	16
Cc1ccc(C(=O)O/N=C(/c2nonc2N)N(C)C)cc1	3%	u	-6%	-3%	1%	-4	10	13	0%	3
Cc1ccc(CNC(=O)COC(=O)c2c(C)noc2C)cc1	6%	11%	6%	3%	0%	1	0	-1	15%	-12
CCN(CC)S(=O)(=O)c1ccc(C)c(NC(=O)c2cc(C)oc2C)c1	-3%	1%	0%	4%	-4%	8	30	-2	u	10
CN(C)C(=S)Nc1ccc(N2CCOCC2)cc1	10%	-5%	4%	1%	2%	-3	-2	x	u	0
Cc1ccc(S(=O)(=O)N2CCCC2C(=O)Nn2cnnc2)cc1 (centres undefined)	4%	3%	7%	-1%	-1%	4	18	-6	3%	1
NC(=O)[C@@H]1[C@@H]2C(=O)N(c3ccc(F)cc3)C(=O)[C@@H]2[C@H]2C=Cc3ccccc3N21	6%	9%	-6%	-11%	3%	-1	-34	-4	-14%	-5
Cc1cccnc1NC(=O)CSc1ccc2c(c1)OCCO2	6%	18%	4%	-5%	2%	-4	1	-2	12%	-9
CCOC(=O)c1ccc(N2C(=O)C(O)=C(C(C)=O)C2c2ccc([N+](=O)[O-])cc2)cc1 (centres undefined)	0%	12%	5%	0%	-1%	2	-9	4	8%	-2
S=c1[nH]ncc2ccccc12	1%	-6%	9%	-5%	3%	1	5	-8	17%	-4
O=C(CSc1nnc(-c2ccncc2)n1-c1ccccc1)N1CCN(c2ccc(Cl)cc2)CC1	5%	8%	x	0%	0%	-9	-5	-6	u	1
O=S(=O)(CC(CN1CCCC1)N1CCCC1)c1ccc2ccccc2c1 (centres undefined)	-12%[46.1 µM]	-16%	23%	-18%	2%	3	2	0	12µM*	4
COc1ccc(CN2CCCC(C(=O)Nc3cccc(-n4cnnn4)c3)C2)c(C)c1C (centres undefined)	6%	-13%	6%	-7%	2%	-36	6	u	-29%	18
CC(Sc1nnc(-c2ccccc2F)n1C1CC1)C(=O)NCc1ccco1 (centres undefined)	-4%	4%	5%	-3%	1%	0	-12	0	12%	-3
CC(OC(=O)c1ccccc1NCc1ccco1)C(=O)Nc1ncc(Cl)cc1Cl (centres undefined)	1%	2%	14%	2%	-9%	-11	-13	1	u	-31
Cc1ccc(NC(=O)/C=C\C(=O)NCC(=O)O)cc1	-1%	-12%	-1%	0%	-1%	5	0	-2	2%	-1
Cc1nc2cc(-c3ccsc3-n3c(C)ccc3C)[nH]n2c(=O)c1Cl	-4%	29%	0%	2%	2%	-9	6	-1	3%	2
CCOc1ccccc1NC(=O)NC1CCCCCCC1	-2%	4%	5%	2%	0%	4	-15	15	4%	5
COc1cc(OC)cc(-c2nnc(SCC(=O)N3CCCC3)o2)c1	2%	10%	8%	0%	2%	3	5	1	2%	5
Cn1c(-c2c(N)n(-c3ccccc3)c3nc4ccccc4nc23)nc2ccccc21	-10%[46.1 µM]	3%	34%	u	-1%	-4	28	17	u	-5
Cc1ccccc1-c1nnc(NC(=O)c2cc3ccccc3oc2=O)s1	x	0%	10%	3%	-1%	x	-4	1	1%	x
O=C(Nc1nnc(C2=COCCO2)o1)c1cccc(Br)c1	1%	9%	-6%	0%	1%	-4	6	0	2%	-24
COc1ccc(Cl)cc1-c1nc(SCC(=O)N(C)C2CCS(=O)(=O)C2)n[nH]1 (centres undefined)	-6%	-5%	7%	x	-2%	1	-8	x	-2%	1
O=C(COc1ccccc1F)NCC(c1ccco1)N1CCCC1 (centres undefined)	0%	-4%	2%	-3%	0%	0	2	0	-1%	-3
Cc1nn(C)c(Nc2ccc(Br)cc2)c1Br	-3%	1%	20%	6%	0%	-13	-29	26	u	-3
O=C(NCc1nc2ccccc2[nH]1)c1ccc(Cl)c(S(=O)(=O)N2CCCC2)c1	6%	12%	3%	-1%	0%	2	3	14	-25%	-8
CN(C(=O)c1cc(-c2ccc3c(c2)OCO3)on1)c1ccccc1	1%	-13%	3%	16%	2%	6	-7	2	u	-8
CC(C(=O)NCc1ccc(F)cc1)n1ccc2cc(S(=O)(=O)N3CCCC3)ccc21 (centres undefined)	1%	-8%	7%	1%	0%	9	-1	15	u	-7
O=C(O)c1ccccc1NC(=O)c1cc(-c2ccccc2)nc2ccccc12	-12%	0%	0%	26%	3%	-3	-18	-2	-27%	-4
CC(C)Cc1nc2oc3c(=O)[nH]cnc3c2c2c1CCCC2	1%	1%	-10%	0%	0%	1	-2	2	-2%	-7
COCC(=O)N1CCC(Oc2ccc(C(=O)N3CCCCCCC3)cc2)CC1	-4%	-2%	0%	-1%	2%	12	-10	-1	-1%	-7
Cc1ccccc1OCC(O)Cn1c(SC(C)C)nc2c1c(=O)[nH]c(=O)n2C (centres undefined)	4%	0%	8%	6%	2%	7	-17	0	u	-14
Cc1cc(F)ccc1S(=O)(=O)Nc1ccccc1C(=O)NCc1cccnc1	0%	17%	-1%	4%	2%	-11	12	-4	1%	-9
CCC(CC)=NNc1ccc([N+](=O)[O-])cc1[N+](=O)[O-]	-5%	-9%	-3%	-1%	-1%	-6	1	-1	3%	i
COc1ccc(CCNC(=O)C2CCN(S(=O)(=O)c3ccc4nc5c(c(C(=O)O)c4c3)CCCC5)CC2)cc1OC	-4%	0%	-1%	-6%	5%	9	-7	-6	-4%	-6
O=C(Nc1ccc(Cl)cn1)c1ccc(Br)c(S(=O)(=O)N2CCCCC2)c1	-1%	9%	-2%	2%	-1%	9	10	u	-4%	i
COc1ccc(C(=O)CSc2nnc(CNc3ccc(C)cc3C)o2)cc1	-2%	10%	6%	1%	-1%	-3	-16	3	-3%	4
CC1CN(CC(=O)Nc2ccccc2Sc2ccccc2)CC(C)O1 (centres undefined)	-3%[46.1 µM]	-12%	5%	4%	-3%	2	14	29	u	5
COCCN(C(=O)CSc1nc2ccccc2c(=O)n1CCOC)c1c(N)n(Cc2ccccc2)c(=O)[nH]c1=O	5%	-23%	4%	1%	-4%	6	33	-1	2%	-4

Arranged by SMILES length (rising): part of the list above
SMILES	TCR activator	Eya2 phos inh	AT treatment	Mito fusion act	USP2a inh	KCNH2 3.1 inh	TSHR antagonist	TRPV1 agonist	ELG1 repair inh	hERG WT inh
COCC(=O)N1CCC(Oc2ccc(C(=O)N3CCCCCCC3)cc2)CC1	-4%	-2%	0%	-1%	2%	12	-10	-1	-1%	-7
Cc1cc(F)ccc1S(=O)(=O)Nc1ccccc1C(=O)NCc1cccnc1	0%	17%	-1%	4%	2%	-11	12	-4	1%	-9
O=C(Nc1ccc(Cl)cn1)c1ccc(Br)c(S(=O)(=O)N2CCCCC2)c1	-1%	9%	-2%	2%	-1%	9	10	u	-4%	i

Assay outcomes: PubChem, National Center for Advancing Translational Sciences (NCATS)

Only part of the results is shown; count on the stated rates, not on these rows.
